MsrA inh: bovine MsrA enzyme inhibitors, primary screen, biochemical, absorbance, HTS; purified bovine MsrA, absorbance read-out; inhibition, % at 15.5 µM; 360,000 tested, 0.75% active; AID 651718, 2012; in the data active means inhibition above about 4.5%;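 further: 0% = vehicle wells with enzyme and 100% = reference inhibitor wells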
DNMT1 block: human DNMT1 methyltransferase inhibitors, primary screen, biochemical, molecular beacon, fluorescence, HinP1I cleavage, uHTS. DNA (cytosine-5)-methyltransferase 1 (Homo sapiens), P26358. inhibition (reported as % activation of signal), % at 10 µM. 360,000 tested, 0.83% active; in the data active means inhibition above about 50%
Scp-1 inhibitor: Scp-1 phosphatase inhibitors, primary screen, biochemical, colorimetric, uHTS; Carboxy-terminal domain RNA polymerase II polypeptide A small phosphatase 1 (Homo …; Recombinant Scp1, phosphopeptide, malachite green phosphate absorbance; inhibition, % at 20 µM; 340,000 tested, 0.88% active; AID 493091, 2011;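 active means inhibition above about 50% at 20 µM, limit read from the data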;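 further: plate controls were DMSO wells with enzyme for no effect and wells lacking enzyme for full effect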
Target sequence (Q9GZU7 76-261 limits assumed): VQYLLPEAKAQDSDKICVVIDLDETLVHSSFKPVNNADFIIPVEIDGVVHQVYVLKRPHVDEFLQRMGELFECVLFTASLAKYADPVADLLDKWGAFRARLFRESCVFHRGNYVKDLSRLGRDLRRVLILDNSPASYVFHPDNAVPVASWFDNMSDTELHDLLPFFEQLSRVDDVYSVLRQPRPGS
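Material: truncated SCP-1 phosphatase (76-261aa) / Buffer or medium: 50 mM Tris acetate pH 5.5, 0.005% Tween-20, 10 mM MgCl2 / Compound dosing: one concentration, 20 µM, with 1.0% DMSO / Incubation: 45 min room-temperature reaction, 5 min colour, 30 min stabiliser / Detection: colorimetric free-phosphate detection, absorbance 630 nm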
Rpn11 block: Rpn11 (PSMD14) deubiquitinase inhibitors, primary screen, biochemical, fluorescence polarization, uHTS; 360,000 tested, 0.59% active; 26S proteasome non-ATPase regulatory subunit 14 (Homo sapiens), O00487; human 26S proteasome, Ub4-pepOG fluorescence polarization; 20S core pre-blocked with epoxomicin; calls only at 20 µM;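 active means inhibition at 20 µM, scaled to each plate's controls, above about 33%, limit read from the data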
TbMetRS inhib: T. brucei MetRS inhibitors, primary screen, biochemical, luminescence; methionyl-tRNA synthetase (Trypanosoma brucei brucei); purified T. brucei MetRS, ATP depletion, Kinase-Glo luminescence; inhibition, % at 11.9 µM; 360,000 tested, 0.4% active; AID 624268, 2012;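 active means inhibition above a per-plate cutoff of the control wells' mean inhibition plus 3 SD, cut at about 5.5% in these data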;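 further: 0% = DMSO wells median and 100% = median of wells with control inhibitor compound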
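assay system = parasite MetRS enzyme | timing = 15 min preincubation, 2 h reaction, all 25 °C | evaluation = percent inhibition relative to median high and low control wells | medium = HEPES buffer containing pyrophosphatase, BSA, spermine, DTT | compound = single dose, 11.9 µM final nominal, 0.9% final DMSO | detection = Kinase-Glo luminescence, ATP depletion format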
LMPTP inh: LMPTP phosphatase inhibitors, primary screen, biochemical, fluorescence intensity, uHTS. AID 651560, 2012. recombinant LMPTP-A, OMFP fluorogenic substrate. 360,000 tested, 0.22% active. inhibition, % at 20 µM;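 active means compounds that cut the enzyme signal by at least half of the control window in the single-dose screen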;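 further: plate controls were DMSO wells with enzyme plus substrate for no effect and substrate without enzyme for full effect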
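material = LMPTP-A | quantity = 0.625 nM enzyme | reagent = OMFP substrate, 400 µM final | buffer or medium = Bis-Tris pH 6.0, DTT, detergent | detection = endpoint fluorescence intensity from OMFP dephosphorylation | dosing = single 20 µM dose | read-out basis = % inhibition relative to no-enzyme and uninhibited control wells | control set = no-enzyme and uninhibited controls | timing = 50 min at room temperature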
SUMO1 PPI mod: modulators of SUMO1 protein-protein interactions, primary screen, biochemical, uHTS. SUMO1 binding to a labelled peptide, TR-FRET, 1 h. AID 602429, 2012. Small ubiquitin-related modifier 1 (Homo sapiens), P63165. inhibition, % at 20 µM. 360,000 tested, 0.33% active; in the data active means inhibition above about 37%
CSN deneddyl inh: inhibitors of CSN-mediated cullin deneddylation, primary screen, biochemical, fluorescence polarization, uHTS | Purified CSN, SCF-Nedd8-OG deneddylation | inhibition, % at 12.5 µM | 360,000 tested, 0.38% active;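 active means pattern-corrected inhibition above about 35%, with an unprinted fluorescence ratio check between 0.5 and 1.5, limit read from the data, passing the limit was not always enough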;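 further: 0% = enzyme with substrate and 100% = substrate without enzyme; some results filed as inactive read as strong as hits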
Target sequence (Q92905 whole entry, looked up, one chain of several): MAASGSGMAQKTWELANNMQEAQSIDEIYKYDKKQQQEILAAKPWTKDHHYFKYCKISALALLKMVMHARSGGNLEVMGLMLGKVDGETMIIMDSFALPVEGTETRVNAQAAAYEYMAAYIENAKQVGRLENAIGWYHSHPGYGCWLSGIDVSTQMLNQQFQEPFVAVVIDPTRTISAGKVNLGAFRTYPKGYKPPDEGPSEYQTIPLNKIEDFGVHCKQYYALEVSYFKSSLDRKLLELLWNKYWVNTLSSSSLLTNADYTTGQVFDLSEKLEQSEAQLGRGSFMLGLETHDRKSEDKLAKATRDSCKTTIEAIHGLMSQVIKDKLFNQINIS
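assay system = purified human Csn5 enzyme expressed in HEK293T cells | amount = 0.24 nM enzyme | buffer or medium = Tris/NaCl/DTT buffer, pH 7.5 | reagent = 10 nM SCFSkp2-Nedd8OG | compound = one concentration, 12.5 µM, 0.25% DMSO | times = 90 min reaction at room temperature | signal = FP | read-out basis = % inhibition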
STEP inh: STEP phosphatase inhibitors, primary screen, biochemical, fluorescence intensity, uHTS | Tyrosine-protein phosphatase non-receptor type 5 (Homo sapiens), P54829 | inhibition, % at 20 µM | 360,000 tested, 0.25% active | recombinant STEP, OMFP fluorogenic substrate | AID 588621, 2011;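 active means inhibition at 20 µM, scaled per plate between control wells, above about 37%, limit read from the data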;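 further: 0% = DMSO with enzyme and substrate and 100% = substrate only without enzyme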
Target sequence (P54829 whole entry, looked up): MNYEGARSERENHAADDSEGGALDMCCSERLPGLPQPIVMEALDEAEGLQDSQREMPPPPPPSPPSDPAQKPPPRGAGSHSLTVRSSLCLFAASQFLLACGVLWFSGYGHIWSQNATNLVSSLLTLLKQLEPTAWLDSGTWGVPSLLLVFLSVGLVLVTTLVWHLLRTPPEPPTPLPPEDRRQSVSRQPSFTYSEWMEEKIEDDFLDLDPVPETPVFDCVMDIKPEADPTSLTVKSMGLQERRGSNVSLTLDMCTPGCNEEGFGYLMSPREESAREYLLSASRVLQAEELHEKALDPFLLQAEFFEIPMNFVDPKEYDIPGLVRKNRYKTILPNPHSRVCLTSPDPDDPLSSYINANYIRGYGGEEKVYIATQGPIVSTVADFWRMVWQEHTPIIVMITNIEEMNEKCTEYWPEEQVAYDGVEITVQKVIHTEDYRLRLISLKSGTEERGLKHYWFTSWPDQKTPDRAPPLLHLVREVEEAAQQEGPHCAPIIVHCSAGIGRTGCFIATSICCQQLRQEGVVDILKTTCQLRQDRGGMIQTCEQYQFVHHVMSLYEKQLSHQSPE
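Material: STEP (striatal-enriched tyrosine phosphatase) enzyme, cell-free | Medium: 50 mM Bis-Tris pH 6.0 with 2.5 mM DTT and 0.005% Tween 20 | Read-out: Percent inhibition scaled to no-enzyme and uninhibited-enzyme controls, plate-pattern corrected | Signal: Fluorescence read at 480 nm ex / 540 nm em | Times: 20 min reaction, room temperature, in the dark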
NadD inh: inhibitors of S. aureus NadD, primary screen, biochemical, colorimetric, uHTS; purified NadD enzyme, colorimetric absorbance read-out; AID 602399, 2012; Nicotinate-nucleotide adenylyltransferase NadD (Staphylococcus aureus N315); inhibition, % at 20 µM; 360,000 tested, 0.78% active; in the data active means inhibition above about 26%; further: some compounds past the cut are filed as inactive
The depositor's hits bear a star; i = inactive; . = not tested or not shown. Compounds were not picked by outcome. Share with any hit: about 3.9%.

SMILES | MsrA inh | DNMT1 block | Scp-1 inhibitor | Rpn11 block | TbMetRS inhib | LMPTP inh | SUMO1 PPI mod | CSN deneddyl inh | STEP inh | NadD inh
CSc1ccc(/C=N/NC(=O)c2ccc(-n3cnnn3)cc2)cc1 | 2.0 | 19 | -6 | i | -0.3 | 4.9 | 6 | -1 | -2 | 3
O=S(=O)(Cc1ccccc1)N1CCC(c2nc(-c3cccs3)no2)CC1 | . | -3 | -10 | i | 0.1 | 0.0 | -2 | -3 | 0 | -3
COc1cc(Cl)ccc1NC(=O)COc1ccccc1C(=O)N1CCN(c2ccc(O)cc2)CC1 | -0.8 | -11 | -7 | i | -1.2 | 0.5 | 15 | -3 | -3 | 7
CCOC(=O)N1CCN(Cc2nc3cc(NC(=O)C(C)C)ccc3n2C)CC1 | 0.6 | 0 | -6 | i | -0.1 | -0.4 | 10 | 3 | -2 | -4
NNC(=S)NC1CCCCCCCCCCC1 | -1.1 | 3 | -15 | i | 0.6 | 2.2 | 10 | 3 | 2 | 5
COCCCNC(=O)C1Cc2cc(S(=O)(=O)N3CCCC3)ccc2N1C(C)=O (centres undefined) | 0.2 | -2 | -6 | i | 0.2 | -0.9 | 1 | 1 | 0 | 3
Cc1cc(=O)[nH]c(SCC(=O)Nc2cccc3ccccc23)c1C#N | . | 0 | 0 | i | 0.2 | -0.6 | -3 | 1 | -1 | -1
N#C/C(=N\Nc1ccc(S(=O)(=O)N2CCCCC2)cc1)C(N)=S | 0.4 | -15 | -10 | i | 0.0 | 3.3 | -17 | -1 | 4 | -2
Nc1ccc(CN2CCOCC2)cc1 | 1.1 | -3 | 2 | i | -0.7 | -0.5 | -3 | 8 | -4 | 1
Fc1ccc(C2=Nn3c(Cc4ccccc4F)nnc3SC2)cc1 | 1.8 | -1 | -1 | i | -0.4 | 0.1 | -5 | 2 | 0 | 2
CC1CC1C(=O)OCC(=O)N(C)c1c(N)n(Cc2ccccc2)c(=O)[nH]c1=O (centres undefined) | 1.3 | 1 | -4 | i | -0.1 | -0.2 | 4 | 4 | 0 | -2
Cn1c(SCC(=O)N/N=C/c2ccc(O)c(O)c2)nc2ccccc21 | 1.7 | 8 | 6 | i | 0.8 | -0.3 | -21 | 1 | 3 | -4
CN(CC(=O)Nc1c(Cl)cccc1Cl)C(=O)c1cccn1C | 0.6 | -3 | -8 | i | -0.6 | -1.2 | 12 | -5 | -1 | -1
COc1ccc(-c2cccc(C3CC=CC4C3C(=O)N(Cc3ccccc3)C4c3ccc(C(F)(F)F)cc3)c2)cc1 (centres undefined) | -0.8 | 8 | -6 | i | -0.3 | 1.9 | 0 | 5 | 2 | 10
COc1ccc(NC(=O)CN(C)C(=O)c2cn(-c3ccccc3)nc2-c2ccc(OC)cc2)cc1 | 1.4 | -5 | -4 | i | -0.5 | -5.3 | 20 | 1 | -2 | -5
C=CC[C@@H](CC(=O)N[C@H](CO)Cc1ccccc1)C(=O)N[C@H](COC(=O)[C@@H](CC=C)CC(=O)OC(C)(C)C)Cc1ccccc1 | 0.5 | -7 | -3 | i | -0.3 | 1.8 | 2 | 5 | 0 | -5
COc1ccc(NC(=O)COC(=O)c2n[nH]c3ccccc23)c(OC)c1 | -0.4 | -7 | -10 | i | -0.2 | 0.2 | -1 | 3 | -3 | 0
COc1ccc(N2CCN(C(=S)NCCc3ccccc3)CC2)cc1 | -0.5 | -6 | -5 | i | 0.0 | -0.8 | 1 | -1 | 5 | -1
CCOC(=O)C1(C(=O)O)NC(=O)CC1c1ccccc1 (centres undefined) | 0.4 | 1 | 1 | i | -0.8 | -1.5 | -1 | 1 | -2 | -3
COc1ccccc1OCC(=O)NCCSCc1cccc(Cl)c1 | -0.1 | -8 | -8 | i | 0.0 | -0.4 | 3 | -4 | -3 | -7
Cc1ccc(NC(=O)c2cc(N3C(=O)C4CCCCC4C3=O)ccc2N2CCOCC2)cc1 (centres undefined) | -0.3 | 1 | -1 | i | -0.1 | 1.3 | 10 | 8 | -2 | 3
COc1ccc(N2CCN(C(=O)c3ccc(C)c(NC(=O)c4ccco4)c3)CC2)cc1 | 0.8 | -1 | -2 | i | -0.3 | -0.9 | 4 | -2 | 2 | 0
COc1cccc(CNC(=O)c2nnn(-c3ccc(OC(F)(F)F)cc3)c2N)c1 | 0.6 | -4 | -5 | i | 0.2 | 0.3 | -4 | -2 | 0 | -1
COC(=O)C(C(=O)NCC1CCCO1)C1CCCCCC1 (centres undefined) | -0.3 | 0 | -5 | i | -1.2 | -1.9 | -4 | -6 | -4 | -2
N/C(=N\OC(=O)N1CCOCC1)c1ccccc1 | 0.6 | -3 | 1 | i | -2.6 | 0.3 | 0 | 5 | -1 | 3

Following part
SMILES | MsrA inh | DNMT1 block | Scp-1 inhibitor | Rpn11 block | TbMetRS inhib | LMPTP inh | SUMO1 PPI mod | CSN deneddyl inh | STEP inh | NadD inh
COc1cccc(-c2cnc(OC(C)(C)C)nc2OC(C)(C)C)c1 | -0.1 | 2 | -1 | i | -0.3 | -1.4 | 2 | 0 | -2 | 3
CC(C)(C)c1cc(NC(=O)CCSc2nnc3ccccn23)cc(C(C)(C)C)c1 | 0.6 | 13 | -8 | i | 0.4 | 0.8 | 0 | -2 | 5 | -3
CC(=O)Nc1ccc(C23CC4CC(CC(C4)C2)C3)cc1 | 0.1 | -2 | -6 | i | -0.8 | 3.3 | 8 | 4 | 0 | -1
N=c1c2c(-c3ccccc3)c(-c3ccccc3)oc2ncn1CCCN1CCOCC1 | 1.2 | 1 | -5 | i | 0.2 | -1.2 | -5 | 2 | 4 | -5
COCCn1c(=O)[nH]c2cc(C(=O)N3CCN(c4ccccc4)CC3)ccc2c1=O | . | -2 | -2 | i | -0.8 | -1.6 | 3 | 2 | -2 | -5
NS(=O)(=O)c1ccc(NC(=O)c2ccc3c(c2)CCCC3)cc1 | 0.1 | 1 | -2 | i | -1.1 | 1.0 | 0 | 1 | 0 | -4
CC1CCCC(C)N1C(=O)CSCc1ccc(Cl)cc1 (centres undefined) | 1.6 | 9 | -7 | i | -0.7 | 0.4 | 1 | -2 | -3 | -5
CC(=O)Nc1ccc(S(=O)(=O)N2CCc3cc4c(cc3C2C)OCCCO4)cc1 (centres undefined) | 0.0 | -2 | -8 | i | -0.2 | 1.4 | 4 | 3 | -2 | -1
CC1(C(=O)N2Cc3ccccc3C2)CCN1C(=O)Cc1ccccc1 (centres undefined) | 0.8 | 6 | . | i | -0.1 | -1.4 | 0 | 2 | -2 | 4
Cc1cc(NC(=O)Nc2ccc(Cl)cc2)n(C)n1 | 0.1 | -1 | 0 | i | 1.3 | -0.5 | 3 | 0 | -3 | -3
COc1ccc(-c2nn(-c3ccccc3)cc2CNC(=O)c2cccc([N+](=O)[O-])c2)cc1 | -1.2 | -4 | -11 | i | 0.7 | 1.8 | -6 | -4 | 0 | 4
CS(=O)(=O)N(CC(=O)NCCSCc1ccco1)c1ccc2c(c1)OCO2 | 0.9 | 5 | 5 | i | -1.5 | -0.4 | 1 | -9 | 1 | -3
O=c1c(CN2CCN(Cc3ccccc3F)C(CCO)C2)coc2ccccc12 (centres undefined) | 0.5 | 0 | -10 | i | 0.0 | -2.7 | -1 | 0 | -1 | 0
COc1ccc(C2CCCN2C(=S)Nc2cccc(C)c2)cc1OC (centres undefined) | 1.3 | -3 | -3 | i | 0.4 | -1.5 | -3 | 0 | 0 | -3
CC(C)C(=O)Nc1c(-c2cccc(Cl)c2)c(=O)c2ccccc2n1C | 0.3 | 0 | -1 | i | -0.8 | -0.8 | -4 | -1 | 1 | -1
CCOc1ccccc1N=C1SC(CC(=O)Nc2ccc(OC)cc2OC)C(=O)N1CCC1=CCCCC1 (centres undefined) | 1.1 | -1 | 6 | i | 0.3 | 6.0 | 0 | -4 | -1 | 7
O=C(Nc1ccc(N2CCCCC2)cc1)c1ccccn1 | . | -3 | -3 | i | -4.1 | -1.9 | 1 | -10 | 0 | 9
Cc1cc(C(=O)NCC(=O)Nc2c(C)cccc2C)c2ccccc2n1 | 0.8 | 4 | 0 | i | 11* | -1.3 | -1 | 5 | -2 | 0
O=c1c2c3c(sc2ncn1/N=C/c1ccccc1)CCCC3 | -0.5 | -1 | 4 | i | -0.7 | 0.4 | -1 | 3 | -2 | -2
NC(=O)COC(=O)c1ccc2c(c1)S(=O)(=O)c1ccccc1C2=O | -2.4 | -2 | -2 | i | -0.6 | -0.7 | -42 | 6 | 0 | -5
N#CCC(=N)N1CCN(c2ccccc2)CC1 | 1.3 | -4 | -10 | i | -0.1 | 0.4 | -3 | -3 | 5 | -2
O=C1C=C(c2ccc(Cl)c(C(F)(F)F)c2)C[C@@H](c2ccc(F)cc2)C1 | 1.3 | 2 | -11 | i | 0.1 | 7.0 | -4 | -2 | 3 | 6
CCOC(=O)Oc1ccc2c(=O)c(Oc3cc(C)cc(C)c3)coc2c1 | 0.9 | 4 | -14 | i | -0.1 | 1.3 | -12 | -1 | -1 | -11

Molecules from the list above that have a thiophene ring, fused or not, in the order listed:
SMILES | MsrA inh | DNMT1 block | Scp-1 inhibitor | Rpn11 block | TbMetRS inhib | LMPTP inh | SUMO1 PPI mod | CSN deneddyl inh | STEP inh | NadD inh
O=S(=O)(Cc1ccccc1)N1CCC(c2nc(-c3cccs3)no2)CC1 | . | -3 | -10 | i | 0.1 | 0.0 | -2 | -3 | 0 | -3
O=c1c2c3c(sc2ncn1/N=C/c1ccccc1)CCCC3 | -0.5 | -1 | 4 | i | -0.7 | 0.4 | -1 | 3 | -2 | -2
